MEKK3 PB1 HTS – MEKK3-MEK5 PB1 interaction, increase or decrease. Q99759. bead-based flow cytometry, Alexa488-MEK5 binding to MEKK3; actives lie on both sides; 0 = blocked by unlabeled MEK5, 100 = vehicle. binding response (% of control), % at 10 µM. hit rate 1.4% among 290,000. AID 1529;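 active = binding response more than 3 SD above or below the average of its plate-row segment, actives on both sides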;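 also: Alexa488 bead fluorescence after subtracting the streptavidin-only scavenger bead signal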
Target sequence (Q99759 whole entry, looked up): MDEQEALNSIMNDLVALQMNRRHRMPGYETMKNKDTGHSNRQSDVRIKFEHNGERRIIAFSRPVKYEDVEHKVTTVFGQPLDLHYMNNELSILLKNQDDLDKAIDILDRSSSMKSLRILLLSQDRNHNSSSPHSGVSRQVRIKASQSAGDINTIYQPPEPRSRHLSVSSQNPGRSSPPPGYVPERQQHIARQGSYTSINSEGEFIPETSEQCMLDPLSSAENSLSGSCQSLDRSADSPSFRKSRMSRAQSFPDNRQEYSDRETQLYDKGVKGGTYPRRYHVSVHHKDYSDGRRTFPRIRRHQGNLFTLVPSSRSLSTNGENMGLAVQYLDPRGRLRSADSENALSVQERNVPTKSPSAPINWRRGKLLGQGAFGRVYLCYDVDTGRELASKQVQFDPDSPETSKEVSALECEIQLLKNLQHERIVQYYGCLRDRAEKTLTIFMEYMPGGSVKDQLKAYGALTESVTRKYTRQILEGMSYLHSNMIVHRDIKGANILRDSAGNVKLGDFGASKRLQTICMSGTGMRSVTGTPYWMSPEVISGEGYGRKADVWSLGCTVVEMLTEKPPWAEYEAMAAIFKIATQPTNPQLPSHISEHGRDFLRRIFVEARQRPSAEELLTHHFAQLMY
p-CIP stab down – compounds decreasing mouse p/CIP protein stability; F442A p/CIP-EGFP cells, EGFP fluorescence, 16 h; AID 1984; hit rate 0.01% among 290,000; decrease of EGFP signal, % at 10 µM; Q05BA5;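 active = EGFP signal decrease of at least 30% at 10 µM or well 3 SD below plate mean, unless failing retest; inactive = the rest, including hits failing retest or dose response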; also: some compounds called inactive have numbers as strong as hits; many of its hits are not listed in these tables
NS3 helicase inh – inhibitors of Hepatitis C virus NS3 helicase; NS3 helicase DNA unwinding, Cy5 molecular beacon fluorescence; hit rate 0.56% among 290,000; inhibition, % at 10.9 µM;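 active = inhibition above the mean of all tested compounds plus 3 SD, set per campaign, cut at about 35% in these data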;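 also: 0% = DMSO wells and 100% = thioflavine S control wells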
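System: HCV NS3 helicase fragment; control set: DMSO and thioflavine S; technique: Cy5 fluorescence at 0 and 60 min, beacon hairpin quenching; reagent: beacon DNA duplex substrate plus ATP; replicates: singlicate; schedule: 1 h reaction at 25 °C, ATP-initiated; medium: MOPS buffer pH 6.5 with MgCl2, DTT, Tween20, BSA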
IMP-1 inhibitor – blocks Pseudomonas aeruginosa IMP-1 metallo-beta-lactamase; purified IMP-1, nitrocefin hydrolysis, epi-absorbance fluorescence; inhibition, % at 5.6 µM; hit rate 0.45% among 290,000;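 active = inhibition above the mean plus 3 SD of all compounds in the same screening run, cut at about 4.5% in these data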;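 also: 0% = IMP-1 with DMSO and 100% = DMSO wells lacking enzyme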
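assay system = purified recombinant IMP-1 metallo-beta-lactamase enzyme | schedule = 15 min preincubation plus 25 min reaction at 25 °C | signal = Epi-absorbance fluorescence, 480 nm excitation, 530 nm emission | read-out basis = percent inhibition from optical density relative to buffer-blank wells | controls = IMP-1 with DMSO as 0%, enzyme-free DMSO as 100%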
DNA FID counter – counter-screen for HCV NS3 helicase inhibitors: DNA intercalator displacement | DNA fluorescent intercalator displacement, fluorescence | inhibition, % at 7.9 µM | hit rate 0.17% among 290,000 | AID 1845; in the data active = inhibition above about 37%;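 also: 0% = vehicle and 100% = reference compound; higher means more ethidium bromide displaced from hairpin DNA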
PHOSPHO1 block – inhibitors of human PHOSPHO1 phosphatase. hit rate 1.1% among 290,000. recombinant PHOSPHO1, absorbance phosphatase assay. AID 1565. inhibition, % at 13.3 µM; in the data active = inhibition above about 60%
Target sequence (Q8TCT1 whole entry, looked up): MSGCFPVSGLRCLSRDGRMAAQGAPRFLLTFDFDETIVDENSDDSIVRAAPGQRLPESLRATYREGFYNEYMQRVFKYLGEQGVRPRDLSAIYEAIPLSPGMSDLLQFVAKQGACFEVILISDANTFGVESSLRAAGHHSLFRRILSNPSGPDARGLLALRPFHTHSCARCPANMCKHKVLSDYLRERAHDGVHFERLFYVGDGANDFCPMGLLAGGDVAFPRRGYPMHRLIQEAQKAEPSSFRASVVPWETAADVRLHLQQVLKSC
VIM-2 inh – blocks Pseudomonas aeruginosa VIM-2 metallo-beta-lactamase | purified VIM-2, nitrocefin hydrolysis, epi-absorbance fluorescence | inhibition, % at 5.6 µM | hit rate 0.89% among 290,000 | AID 1527;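 active = inhibition above the mean of all tested compounds plus 3 SD, cutoff set per screening run, cut at about 7.5% in these data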;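 also: red hydrolysis product quenches plate fluorescence so inhibitors raise well fluorescence; 0% = enzyme with DMSO and 100% = DMSO without enzyme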
SUMO HTRF inh – blocks human SUMOylation mediated by UBC9. HTRF SUMOylation assay, SAE1/SAE2 + UBC9, in vitro. hit rate 0.36% among 290,000. AID 2006. P63279. inhibition, % at 35 µM; in the data active = inhibition above about 50%, passing the limit was not always enough; also: strong numbers were not always called active
Target sequence (P63279 whole entry, looked up): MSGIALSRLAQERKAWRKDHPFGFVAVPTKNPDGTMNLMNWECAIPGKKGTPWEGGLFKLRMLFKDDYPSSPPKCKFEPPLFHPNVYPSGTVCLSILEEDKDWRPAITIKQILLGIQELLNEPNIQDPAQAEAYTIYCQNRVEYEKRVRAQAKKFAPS
IDE cell activ – boosts human insulin-degrading enzyme activity in HEK cells; FAbeta-B cleavage, fluorescence polarization; 0% vehicle, 100% cell-free pure enzyme wells; activation, % at 5.96 µM; hit rate 0.073% among 340,000;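 active = activation above the mean of all tested compounds plus 3 SD, set per screening campaign, cut at about 17% in these data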
The depositor's hits bear a star; . = not tested or not shown; [ ] = dose if it differs, or a comment. Not all compounds are listed. The share of hits here may be higher or lower than overall.

compound	MEKK3 PB1 HTS	p-CIP stab down	NS3 helicase inh	IMP-1 inhibitor	DNA FID counter	PHOSPHO1 block	VIM-2 inh	SUMO HTRF inh	IDE cell activ
O=[N+]([O-])c1ccc(C[n+]2ccc(Cc3ccccc3)cc2)cc1	103	2	-52	0.1	9	-5	-1.0	-12	0
O=C(N/N=C/c1ccccn1)c1cc(-c2ccc(Cl)s2)[nH]n1	102	5	4	-5.8	-24	39	-3.4	29	-4
CCOc1ccc(-c2csc(NC(=O)c3ccco3)n2)cc1	100	-7	3	1.6	-15	30	-1.1	-8	2
CCOC(=O)/C(C#N)=C/c1c(N2CCN(c3cccc(Cl)c3)CC2)nc2c(C)cccn2c1=O	99	-12	-16	-2.0	-6	-3	-1.6	8	5
O=[N+]([O-])c1cc(Cl)cc2c1nc(NCCO)c1ccccc12	109	-1	-19	-1.1	1	20	2.1	7	-4
COc1ccc(N(C(=O)c2ccncc2)S(=O)(=O)c2ccc3c4c(cccc24)C(=O)N3C)cc1	102	-10	0	-2.5	-21	13	-1.1	31	-6
Cc1cccc(NS(=O)(=O)c2nnc(NC(=O)c3ccc(C)c(C)c3)s2)c1	99	-1	-2	-3.8	-15	-6	-2.1	10	5
CCOC(=O)CC1NCCc2c1[nH]c1ccc(OC)cc21 (configuration not stated)	99	5	10	0.1	5	24	-0.1	-2	2
CCOc1cc(/C=N/NC(=O)c2ccc(-c3csc(Nc4ccc(C)cc4)n3)cc2)ccc1OCC(=O)O	80	0	32	-1.7	-35	-95	-0.1	50	.
CC(=O)c1c(-c2ccccc2)c2cc(Cl)ccc2n(C)c1=O	107	-20	-5	-3.6	-27	-2	-1.3	-1	0
O=C(NC1CCCCC1)C(c1ccc2ncccc2c1)N(Cc1ccc(F)cc1)C(=O)c1cccs1 (configuration not stated)	100	-4	-8	-3.0	-5	19	-0.4	-11	2
CCn1c(CNS(=O)(=O)c2ccc(Br)cc2)nnc1SC	97	6	8	-4.0	-10	19	-3.0	5	2
COc1ccccc1NC(=O)c1ccc(NC(=O)COC(=O)CC(NC(=O)c2ccccc2Cl)c2ccccc2)cc1 (configuration not stated)	130*	4	-10	-3.9	-23	6	-1.5	5	-4
NC(=O)c1noc(C(=O)N(CC(=O)NC2CCCC2)Cc2ccc3c(c2)OCO3)c1N	110	-11	2	-0.1	2	6	-1.3	9	1
CCCCN(CC)CCCNC(=O)CC1Oc2ccccc2NC1=O (configuration not stated)	94	-9	5	-1.9	-1	6	-2.9	1	8
Cn1c(SCC(=O)Nc2ccc(Cl)cc2F)nnc1-c1ccco1	102	-7	36	-2.3	-24	-2	-4.4	5	0
O=C1COc2ccc(C(=O)CSc3nnc(Cc4cccs4)n3-c3ccc(Cl)cc3)cc2N1	55*[inhibitor]	-8	-12	-3.3	-28	-23	-3.3	-2	1
COc1cc(/C=C(\C#N)c2nc3ccccc3[nH]2)c([N+](=O)[O-])cc1OCc1ccccc1	103	-10	22	-6.9	-11	31	-7.1	12	-1
CCC(=O)Nc1nc(C)c(-c2csc(Nc3cccc(C(=O)O)c3)n2)s1	100	4	10	-2.0	-29	58	-0.7	10	-1
CC(=O)c1ccc(NC(=O)c2cccc(S(=O)(=O)N3CCN(C)CC3)c2)cc1	102	-6	-8	0.4	7	-1	-2.4	12	4
COc1cccc(NC(=O)c2oc3ccccc3c2NC(=O)C(C)(C)C)c1	99	-10	-14	-2.1	-23	-22	-1.2	-8	-2
COc1ccccc1NC(=O)c1ccc(NC(=O)COC(=O)CCC2CCCC2)cc1	117	-17	-15	-1.6	-13	-6	-1.5	-11	-1
NC(=O)C(=O)N/N=C/c1c(F)c(F)c(F)c(F)c1F	93	2	-8	-0.4	3	-7	-0.8	8	2
O=C1CN(Cc2nc3cc(Cl)ccc3c(=O)[nH]2)CCN1	98	-7	12	-4.8	-8	30	-4.0	12	3
COc1ccccc1N1CCN(C(=O)C2CCCCN2S(=O)(=O)c2ccc(C)cc2)CC1 (configuration not stated)	106	-6	2	-2.7	-46	8	-1.4	12	0
COc1cccc(CNC(=O)CCS(=O)(=O)c2cccc3nonc23)c1	108	0	9	-2.8	-3	7	-1.2	1	5
O=C(NCCc1ccccc1)C1(c2ccccc2)CCCC1	103	-7	2	-0.9	-21	19	-1.9	-5	2
Cc1ccc(C)c(S(=O)(=O)NCc2cccnc2)c1	98	-23	2	-3.4	0	28	-2.8	7	-4
Cc1cc(C)n(CC(=O)NNC(=O)c2cccc(C(F)(F)F)c2)n1	105	8	5	-2.5	-5	43	-3.1	13	3
O=C(NCc1ccccc1)C1CCC1	100	-2	2	-3.5	5	-6	-2.1	-5	5
O=C(Nc1ccccc1)c1cccnc1N1CCCC1	98	7	13	-1.0	1	-2	0.2	7	4
O=C(Cc1ccccc1)Oc1coc(CSc2ncccn2)cc1=O	105	8	0	1.2	-4	-11	1.5	2	5
Cc1ccc2nc(SCC(=O)c3c(N)n(C)c(=O)n(C)c3=O)[nH]c2c1	104	10	-20	-2.1	2	-114	-0.6	14	-11
NNc1nc(-c2ccccc2)c2cc(Cl)ccc2n1	101	3	-32	-4.2	-2	24	-5.0	11	1
CCOC(=O)N1CCC(NC(=O)C(CC(C)C)NC(=O)C2CCC(C)CC2)CC1 (configuration not stated)	96	4	4	0.7	-29	13	-2.9	6	8
COc1ccc2c(c1OC)C(=O)OC2Nc1nc(-c2ccccc2)cs1 (configuration not stated)	100	-12	-2	-3.1	-7	7	-0.1	4	7
CCOC(=O)C1=NNC(C(=O)c2ccccc2)C1c1ccc(OC)cc1 (configuration not stated)	90	.	-2	-2.4	-23	.	-2.3	.	4
CCCc1nc(SCC(=O)N2CCc3ccccc3C2)c2ccccc2n1	103	-16	-6	-0.7	-16	42	-1.0	6	-1
CCn1c(CNC(=O)COc2ccc(C(C)C)cc2)nnc1SCC(=O)Nc1ccc(F)cc1	94	-10	-5	-4.2	-11	32	-4.0	2	-2
CN(CC12CC3CC(CC(C3)C1)C2)C(=O)c1ccco1	102	-16	0	2.3	-29	15	-2.0	5	-3
COCCN(CCOC)S(=O)(=O)c1ccc(C(=O)Nc2nc3c(s2)CCc2ccccc2-3)cc1	97	2	-5	-1.5	-7	-10	-1.0	67*	-2
Cc1ccc(NC(=O)NC(=O)c2cnccc2C(F)(F)F)c(C)c1	101	-12	-16	-1.7	-34	17	-2.8	8	6
CCOCCOC(=O)COc1ccc2c(=O)c(Oc3ccc(OC)cc3)coc2c1	99	5	-3	0.7	-132	20	-1.1	9	3
CCOc1ccc2ccccc2c1/C=N/NC(=O)c1ccncc1	108	3	1	-4.1	-33	24	1.6	3	1
N/C(=N\N=C\c1ccnc2ccccc12)SC1CC(=O)N(c2ccc(Br)cc2)C1=O (configuration not stated)	.	12	12	-2.9	2	38	-2.2	-12	4
N#Cc1cc(C#N)c(N2CCN(c3cccc(Cl)n3)CC2)nc1N	99	-8	-5	-2.2	-3	3	-1.4	-11	0
COc1ccc(C2=NN(CN3C(=O)C(=O)c4ccccc43)C(c3ccc(OC)cc3)C2)cc1 (configuration not stated)	102	-3	4	-2.9	0	-7	-4.2	0	-5
COc1ccccc1N1CCN(C2CCN(C(=O)COc3cccc(C)c3)CC2)CC1	96	-10	-4	1.1	11	-11	3.0	7	1
COCCn1c(N2CCCC2)nc2c1c(=O)[nH]c(=O)n2C	109	-5	8	-2.2	2	-7	-1.4	9	4
Cc1noc(/C=C/c2ccco2)c1S(=O)(=O)N1CCC(C(=O)N2CCc3ccccc32)CC1	104	-17	13	-2.1	-22	-9	-1.6	30	0
Cc1ccc(SCCC(=O)N2CCOCC2)cc1	92	-9	4	-5.3	-3	7	-0.8	3	2
COc1ccccc1NC(=O)c1nnn(Cc2ccccc2)c1NC(C)=O	103	-11	-4	-2.4	-10	14	-1.6	8	2
Cc1ccccc1NC(=O)CSc1nc2cc3c(cc2cc1C)CCC3	90	5	2	-2.6	-2	40	-4.1	-26	2
N#CC1=C2Sc3ccccc3N2CCCC1=O	101	-9	1	-2.5	5	14	-3.0	-10	-7
Cc1ccc(NC(=O)c2cc3cc(OC(F)(F)F)ccc3[nH]2)cc1	100	0	-2	-2.3	-2	-10	-3.3	41	.
CCOc1ccc(OCC)c(S(=O)(=O)N2CCOCC2)c1	98	-6	-2	-2.3	0	24	-0.5	10	2
CCCn1c(-c2ccc[nH]c2=O)nc2ccccc21	93	-1	0	-0.7	-1	6	-0.7	18	1
NC(CSCc1ccccc1Cl)C(=O)O (configuration not stated)	91	-1	5	-0.4	2	24	3.3	4	-3
O=C(Cc1nc2ccccc2[nH]c1=O)c1ccc(Cl)cc1	97	-24	5	-3.3	7	-6	-1.7	23	-9
O=C(NC1CCCc2c1cnn2-c1ccc(F)cc1F)c1csnn1 (configuration not stated)	95	-7	10	-3.5	-19	43	-3.5	14	3

Compound profiles, from the list above. Order of screens: MEKK3 PB1 HTS | p-CIP stab down | NS3 helicase inh | IMP-1 inhibitor | DNA FID counter | PHOSPHO1 block | VIM-2 inh | SUMO HTRF inh | IDE cell activ
`Cc1ccc(NC(=O)c2cc3cc(OC(F)(F)F)ccc3[nH]2)cc1` in the list: 100 | 0 | -2 | -2.3 | -2 | -10 | -3.3 | 41 | .
`Cc1noc(/C=C/c2ccco2)c1S(=O)(=O)N1CCC(C(=O)N2CCc3ccccc32)CC1` in the list: 104 | -17 | 13 | -2.1 | -22 | -9 | -1.6 | 30 | 0

Next part:
compound	MEKK3 PB1 HTS	p-CIP stab down	NS3 helicase inh	IMP-1 inhibitor	DNA FID counter	PHOSPHO1 block	VIM-2 inh	SUMO HTRF inh	IDE cell activ
Cc1ccc(C)c(N2CCN(C(=O)CCn3c(=S)[nH]c4cc5c(cc4c3=O)OCO5)CC2)c1	98	-10	8	-1.9	2	70*	-2.2	-2	2
CN1CCN(CCCNC(=O)c2ccc3c(c2)N(Cc2ccc(F)cc2)CCS3)CC1	98	-7	-79	1.1	27	31	0.6	20	1
O=C1CN(c2nc(-c3cccnc3)nc3sc4c(c23)CCCC4)CCN1	82	1	-1	-2.1	-27	36	6.1	1	-8
O=C(CSc1cc(Cl)ccc1Cl)NC1CCCc2ccccc21 (configuration not stated)	100	1	-12	-0.8	-6	-11	0.5	-6	4
Cc1cc(C)n(C(C)CNS(=O)(=O)c2ccc(C)c(C)c2)n1 (configuration not stated)	101	-5	3	-3.3	-16	47	-2.1	5	3
CC(Sc1nc2sc3c(c2c(=O)n1-c1ccccc1)CCCC3)C(=O)O (configuration not stated)	99	6	8	-2.1	-33	-41	0.1	18	8
Cc1ccc(CN=C(Nc2ccccc2)NC2CCCCC2)cc1	103	-2	-15	-2.9	15	28	-1.9	9	0
O=C(c1ccco1)N1CCN(C(=S)Nc2ccc(Br)cc2Cl)CC1	98	-8	-2	-2.5	-23	37	-1.0	-24	3
CC(C)C(=O)Nc1ccc2oc(=O)ccc2c1	88	0	5	-0.3	2	20	-3.0	0	5

Source: PubChem BioAssay
